MKP-3 inhibition: MKP-3 phosphatase inhibitors, primary screen, biochemical, rat enzyme, in vitro (AID 425). recombinant MKP-3 phosphatase activity, fluorescence; higher % means a stronger effect. inhibition, % at 20 µM; hits with a dose series show IC50 in µM. actives 0.17% (n = 110,000); in the data active = inhibition above about 50%;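 also: plate controls were vehicle for no effect and reference inhibitor for full effect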
Hsp70 inhibitors: small molecules displacing fluorescent ligand from Hsp70 – biochemical, fluorescence polarization, primary screen (AID 583). Hsp70 fluorescence polarization probe displacement, mP; higher % means a stronger effect. actives 0.06% (n = 140,000). displacement, % at 20 µM; hits with a dose series show IC50 in µM; in the data active = displacement above about 50%;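 also: plate controls were vehicle for no effect and reference ligand for full effect; a part of the inactive calls stands beside numbers as strong as those of hits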
* marks the source's active call; other numbers are inactive results; / = no result given. Some of the compounds tested; the hit share may differ from the screen's.

MKP-3 inhibition	Hsp70 inhibitors	molecule
-8.0%	-3.1%	CC1(C)CCCC2=C1CC1C(=O)N(O)C(=O)C1C2 (configuration not stated)
-15.3%	/	COCCNC(=O)Nc1ccc2c(c1)N(C)C(=O)CS2
-3.5%	4.0%	Cc1ccc(NC(=O)Cn2cnc3c2c(=O)n(C)c(=O)n3C)nc1
2.9%	1.9%	CSc1ccc(/C=C2/SC(NC(C)=O)=NC2=O)cc1
3.2%	6.3%	O=C(CCCOc1ccccc1)Nc1cccc(C(=O)O)c1
-7.8%	0.9%	Cc1c(NC(=O)C(C)OC(=O)COc2cccc3c2OC(C)(C)C3)c(=O)n(-c2ccccc2)n1C (configuration not stated)
-15.4%	1.9%	Cc1onc(-c2ccccc2Cl)c1C(=O)NCC(=O)O
4.3%	-2.9%	CSc1ccc(S(=O)(=O)N(CC(=O)N2CCCC2)c2ccc(C)cc2)cc1
-6.9%	1.1%	C=CCNC(=O)NS(=O)(=O)c1ccc(C)cc1
-4.0%	0.1%	CN(C)CC#CC(O)(c1ccccc1)c1ccccc1
3.3%	/	Cc1ccc(-c2nc3cnccn3c2Nc2ccc3c(c2)OCO3)o1
-1.1%	-7.8%	COc1ccccc1N(CC(=O)NC(C)c1ccccc1)S(=O)(=O)c1ccccc1 (configuration not stated)
-3.1%	2.4%	Cc1ccc(C(C)C)c(OCC(O)CN2CCOCC2)c1 (configuration not stated)
/	3.6%	O=C(c1ccco1)N1CCN(C(=O)C2CCCN(S(=O)(=O)c3cccc4nsnc34)C2)CC1 (configuration not stated)
0.4%	-3.6%	Cc1cc(C)n(S(=O)(=O)c2cc(C(=O)O)c(Cl)cc2Cl)n1
5.7%	-3.2%	COc1ccc(C2CC(c3ccc(Br)cc3)=NN2C(=O)CCC(=O)O)cc1 (configuration not stated)
-10.9%	7.9%	O=C(Nc1ccc(C(F)(F)F)cc1Cl)c1ccc(Cn2cc(Br)cn2)o1
3.5%	-0.6%	O=C(COc1ccccc1)/C(=C(/O)c1ccccc1)c1nc2ccccc2[nH]1
0.3%	0.2%	COc1ccc(/C=N/NC(=O)CCc2c(C)n[nH]c2C)cc1O
-3.4%	-1.1%	CCOC(=O)c1c(C)[nH]c(C)c1-c1ccccc1OC
-1.1%	-1.9%	O=c1c2cnn(-c3ccccc3)c2nc(-c2ccccc2F)n1-c1cccc(Cl)c1
3.2%	3.0%	COc1ccccc1C(CC(=O)Nc1nccs1)c1ccco1 (configuration not stated)
-5.3%	-6.3%	COc1ccc(CNC(=O)C2CCNCC2)cc1
0.0%	-1.4%	Cc1nnc(SCC(=O)NCCN2C(=O)CSC2=O)s1
-8.3%	0.4%	O=C(NC1CCCCC1)N1CCCC(c2nc3ccccc3[nH]2)C1 (configuration not stated)
2.3%	2.8%	CCNC(=S)N(Cc1ccc(Cl)cc1)C1CC(=O)N(c2ccccc2)C1=O (configuration not stated)
/	-0.5%	Cn1c(=O)c2c(nc(CN3CCc4ccccc4C3)n2CC(=O)c2ccccc2)n(C)c1=O
-1.6%	2.9%	CC(C)CC(NC(=O)C1CCC(C)CC1)C(=O)Nc1cccnc1 (configuration not stated)
-4.1%	4.0%	COc1ccccc1N1CCN(C(=O)c2ccco2)CC1
-0.8%	1.5%	COc1ccc2ccccc2c1C1NC(=O)NC(C)=C1C(=O)Nc1cc(Cl)ccc1C (configuration not stated)
-18.7%	4.6%	CCSc1nc2ccccc2n1CC(N)=O
-6.5%	-4.8%	CC(=O)NC1=NC(=O)/C(=C/N2CCOCC2)S1
0.7%	-0.7%	O=C1NC(=Nc2cccnc2)S/C1=C\c1ccccc1Cl
/	6.5%	S=C(NCCN1CCOCC1)N/N=C/c1c2ccccc2cc2ccccc12
2.4%	-4.6%	O=C1CCCc2oc3ccc(NS(=O)(=O)c4cc(Cl)ccc4Cl)cc3c21
/	-2.4%	CCOC(=O)c1c(C)[nH]c(C(=O)CSc2nnc(C3CC3)n2N)c1C
3.9%	2.6%	COc1ccccc1Nc1nnc(SCC(=O)N2CCCC2=O)s1
/	10.1%	O=C(CNS(=O)(=O)c1ccccc1)Nc1ccc(C(F)(F)F)cc1
/	11.4%	O=C(NCCc1ccccc1)c1nc2nc(-c3cccs3)cc(C(F)(F)F)n2n1
26.6%	-7.6%	Cc1ccc(-c2ccc(C=C3C(=O)NC(=O)NC3=O)o2)c(Br)c1
/	1.3%	Cc1cccc(NS(=O)(=O)c2cnc[nH]2)c1
2.3%	-5.6%	COc1cccc(C(=O)/C=C/Nc2cc(C)ccc2O)c1
-9.6%	-0.5%	COc1cccc(C(C#N)N2CCCCC2)c1O (configuration not stated)
0.7%	-6.6%	CCOC(=O)c1c(C)nc2c(c1-c1ccc(Br)cc1)C(=O)CC(C)(C)C2
-0.4%	2.1%	CCOc1ccc(S(=O)(=O)N2CCN(c3ccc(OC)cc3)CC2)c2cccnc12
-2.7%	6.6%	O=C(NCc1ccco1)Oc1ccccc1
-0.8%	-0.1%	O=C(N1CCOCC1)C12CCC3CC(CC(C3)C1)C2
1.9%	-0.4%	CCCn1c(=O)c(C(=O)Nc2ccccc2C(=O)OCC)c(O)c2ccccc21
-3.2%	2.4%	Cc1ccc(NC(=O)COc2ccc(Br)c(C)c2)c([N+](=O)[O-])c1
0.9%	1.9%	O=C1CCCC2=C1C(c1cccs1)n1nc(SCc3ccccc3)nc1N2 (configuration not stated)

In a second layout: results already given
molecule	MKP-3 inhibition	Hsp70 inhibitors
CCNC(=S)N(Cc1ccc(Cl)cc1)C1CC(=O)N(c2ccccc2)C1=O (configuration not stated)	2.3%	2.8%
Cn1c(=O)c2c(nc(CN3CCc4ccccc4C3)n2CC(=O)c2ccccc2)n(C)c1=O	/	-0.5%
CC(C)CC(NC(=O)C1CCC(C)CC1)C(=O)Nc1cccnc1 (configuration not stated)	-1.6%	2.9%
COc1ccccc1N1CCN(C(=O)c2ccco2)CC1	-4.1%	4.0%
COc1ccc2ccccc2c1C1NC(=O)NC(C)=C1C(=O)Nc1cc(Cl)ccc1C (configuration not stated)	-0.8%	1.5%
CCSc1nc2ccccc2n1CC(N)=O	-18.7%	4.6%
CC(=O)NC1=NC(=O)/C(=C/N2CCOCC2)S1	-6.5%	-4.8%
O=C1NC(=Nc2cccnc2)S/C1=C\c1ccccc1Cl	0.7%	-0.7%
S=C(NCCN1CCOCC1)N/N=C/c1c2ccccc2cc2ccccc12	/	6.5%
O=C1CCCc2oc3ccc(NS(=O)(=O)c4cc(Cl)ccc4Cl)cc3c21	2.4%	-4.6%
CCOC(=O)c1c(C)[nH]c(C(=O)CSc2nnc(C3CC3)n2N)c1C	/	-2.4%
COc1ccccc1Nc1nnc(SCC(=O)N2CCCC2=O)s1	3.9%	2.6%
O=C(CNS(=O)(=O)c1ccccc1)Nc1ccc(C(F)(F)F)cc1	/	10.1%
O=C(NCCc1ccccc1)c1nc2nc(-c3cccs3)cc(C(F)(F)F)n2n1	/	11.4%
Cc1ccc(-c2ccc(C=C3C(=O)NC(=O)NC3=O)o2)c(Br)c1	26.6%	-7.6%
Cc1cccc(NS(=O)(=O)c2cnc[nH]2)c1	/	1.3%
COc1cccc(C(=O)/C=C/Nc2cc(C)ccc2O)c1	2.3%	-5.6%

The list continues:
MKP-3 inhibition	Hsp70 inhibitors	molecule
-7.5%	-6.1%	O=C(CC(c1ccccc1)c1ccccc1)NCCO
-3.7%	-4.0%	Cc1nnc(SCC(=O)N2CCOCC2)c2ccccc12
1.3%	3.2%	CC(Sc1ccc(Cl)cc1)C(=O)O (configuration not stated)
-16.9%	88.1%	COc1ccc(C2C(C(=O)c3cccs3)=C(O)C(=O)N2c2nnc(C)s2)cc1OC (configuration not stated)
-6.7%	1.2%	COc1ccccc1C(=O)NCCc1nc2ccccc2[nH]1
-12.5%	2.5%	CC(C)c1ccccc1N=C1SCCN1C1CCS(=O)(=O)C1 (configuration not stated)
-1.0%	6.3%	Cc1c(C(=O)Nc2cnccn2)oc2ccccc12
1.7%	-0.9%	Cc1ccc2c(c1)C(c1ccccc1Cl)CC(=O)N2 (configuration not stated)
/	0.7%	Cc1ccc(-c2nn(-c3ccccc3)cc2CO)o1
5.7%	2.8%	Cc1cccc(NCC(O)Cn2c3ccccc3c3ccccc32)c1C (configuration not stated)
-12.6%	1.0%	Cc1cc(CN2CCOCC2)c(O)c(C2(C)CCCCC2)c1
1.8%	-2.8%	Cc1cccc(NC(=O)COc2cc(C)c(Cl)c(C)c2)c1C
-11.8%	-0.2%	CCSc1nnc(NC(=O)c2nc(-c3ccccc3)n(-c3ccccc3)n2)s1
/	4.5%	O=C(c1cccc(Br)c1)N1CCN(C(=O)N2CCOCC2)CC1
-0.6%	4.2%	O=C(Oc1c(Br)cc(Br)cc1/C=N/NC(=O)c1ccccn1)c1cccc(F)c1
8.6%	-4.0%	CC(=O)N(c1ccc(Cl)cc1)c1c[nH]c2ccccc12
/	-1.0%	CCCc1cc(=O)[nH]c(SCC(=O)c2cc(C)n(C)c2C)n1
1.8%	-0.7%	c1ccc(-n2nnnc2N2CCOCC2)cc1
2.8%	1.9%	O=C(COc1ccc(Cl)cc1)Nc1ccc2ccccc2c1
1.2%	4.8%	CCCc1cc2c(-c3ccccc3)cc(=O)oc2cc1OCC
-14.7%	-0.3%	CCC(=O)Nc1c(C)cc(C)cc1Cl
/	-4.4%	COCCNC(=O)C(c1ccccc1C)N(C(=O)Cn1nnc2ccccc21)c1cccnc1 (configuration not stated)
-3.7%	9.9%	CC1=NN(C(=O)c2ccc(Cl)cc2)C(O)(c2cccnc2)C1 (configuration not stated)
/	5.6%	O=C1C2C3c4ccccc4C(c4ccccc43)[C@@H]2c2nc3ccccc3n21 (some centres not stated)
-0.1%	2.9%	COc1ccc(-c2cc(-c3ccccc3)nc(-n3[nH]c(-c4ccccc4)cc3=O)n2)cc1OC
/	-7.8%	CCOCCn1c(CN2CCN(c3ccc(OC)cc3)CC2)nc2c1c(=O)n(C)c(=O)n2C
-11.2%	1.4%	Cc1ccc(-n2ncc3c(=O)[nH]c(SCC(=O)N4CCCCC4)nc32)cc1
-2.3%	2.2%	CCCCOc1ccc(C(=O)NCCC2(O)CCOC(C)(C)C2)cc1 (configuration not stated)
-11.2%	1.2%	CCOC(=O)c1sc(NC(=O)c2c(C)noc2C)c(C(=O)OCC)c1C
-12.9%	-0.8%	Cc1cccc(OCCSc2cc(C)nc(N)n2)c1
1.6%	-4.5%	COc1cccc(C(=O)N2c3cc(OC)ccc3-c3c(ssc3=S)C2(C)C)c1
3.6%	0.3%	CS(=O)(=O)Nc1nnc(SCC(=O)N(c2ccccc2)c2ccccc2)s1
-0.5%	-3.1%	CCCC(c1nnnn1Cc1ccc(F)cc1)N1CCN(C2CCCCC2)CC1 (configuration not stated)
2.9%	2.1%	CCOC(=O)c1c(C)oc2ccc(OCc3ccccc3)cc12
-1.5%	-3.7%	COc1ccc(C(=O)/C=C/Nc2ccccc2I)cc1OC
-6.2%	-4.4%	CC1CCCN(S(=O)(=O)c2ccc(NC(=O)CN3CCN(C)CC3)cc2)C1 (configuration not stated)
-5.3%	-7.0%	CCOC(=O)C1CCCN(S(=O)(=O)c2ccc(Br)s2)C1 (configuration not stated)
-3.0%	/	CC(C)CCNC(=O)c1cccc([N+](=O)[O-])c1
-13.7%	5.7%	Cc1noc(C)c1COC(=O)c1ccc2c(c1)OCO2
-2.9%	1.7%	CCCCN1C2=NCCCN2c2cc(C)c(C)cc21
/	2.4%	O=C(CSC1=NCCS1)N1CCN(c2ccc(Cl)cc2)CC1
10.4%	5.0%	O=C(/C=C/c1ccco1)Nc1ccc(Cl)cc1C(=O)O
/	-2.0%	CCOC(=O)N1CCN(C(=O)CSCC(=O)Nc2nc(-c3ccc(Cl)s3)cs2)CC1
-0.9%	3.5%	O=C(c1ccccc1CCc1ccccc1)N1CCCc2ccccc21
-10.8%	-1.6%	CCOC(=O)c1ccc(NC(=O)C2CCCO2)cc1 (configuration not stated)
/	2.8%	O=C(Cn1cnc([N+](=O)[O-])c1)Nc1cc(Oc2ccc(Cl)cc2Cl)cc([N+](=O)[O-])c1
0.3%	-0.1%	CCCC(=Nc1ccc(OC)cc1)C1=C(O)CC(C)(C)CC1=O
1.2%	-0.6%	Cn1c(=O)c2c(nc(CN3CCC(C(N)=O)CC3)n2Cc2c(F)cccc2Cl)n(C)c1=O
27.9%	11.0%	Cc1cc(C)c2[nH]c(O)c(N=NC(=O)/C(=C\c3ccc([N+](=O)[O-])cc3)NC(=O)c3ccccc3)c2c1
2.2%	-3.4%	O=C(NCCCCOc1ccccc1)C(O)(c1ccc(F)cc1)c1ccc(F)cc1

Remaining list, next part.
MKP-3 inhibition	Hsp70 inhibitors	molecule
/	-0.8%	COc1ccc(CCNS(=O)(=O)c2ccc(N3CCCC3=O)cc2)cc1
-3.4%	-4.6%	COc1ccc(-c2nc3n(n2)C(c2cccnc2)C(C(N)=O)=C(C)N3)cc1 (configuration not stated)
1.1%	-11.4%	C[C@H](NC(=O)NCCc1ccccc1)C(=O)O
0.5%	3.0%	Nc1cc(-c2ccco2)no1
0.8%	-9.1%	Cc1ccc(-c2cc(C(=O)Nc3cccc(F)c3)c3ccccc3n2)o1
2.4%	2.5%	O=C(CNc1cccc2ccccc12)c1ccc([N+](=O)[O-])cc1
4.1%	-1.3%	O=c1[nH]c2cc(Cl)ccc2n1-c1ccccc1
6.3%	-5.5%	CCOc1ccc(C=NN2CCN(c3ccccn3)CC2)cc1
-1.0%	0.2%	O=C(N/N=C/c1cccc([N+](=O)[O-])c1)c1cc[n+](CCO)cc1
1.5%	8.3%	CCOC(=O)c1sc(NC(=O)CCOc2ccccc2)c(C(=O)OCC)c1C
-0.5%	6.9%	CC(=O)Nc1sc(C)c(C)c1CN1CCN(S(=O)(=O)c2ccccc2)CC1
-2.9%	7.2%	Cn1c(=O)oc2cc(S(=O)(=O)NC3CCCc4ccccc43)ccc21 (configuration not stated)
-10.4%	-6.8%	COc1ccc(-c2nnc(-c3cccnc3)o2)cc1OC

Entries of single compounds as entered above. Order of screens: MKP-3 inhibition | Hsp70 inhibitors
`Cn1c(=O)oc2cc(S(=O)(=O)NC3CCCc4ccccc43)ccc21` (configuration not stated) is listed as -2.9% | 7.2%
`O=C(c1ccccc1CCc1ccccc1)N1CCCc2ccccc21` is listed as -0.9% | 3.5%
